GPR55 LPI antagonism: GPR55 antagonists blocking LPI-driven arrestin recruitment, primary screen, imaging, U2OS, beta-arrestin-GFP, LPI agonist (AID 2013); U2OS GPR55 beta-arrestin-GFP translocation imaging, LPI antagonism; higher % means a stronger effect; inhibition, % at 10 µM, or IC50 in µM where a hit was titrated; 290,000 tested, 0.13% active;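 active = spots per cell inhibited over 60%, with over 100 cells counted and total cytoplasm intensity under 500,000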;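 also: U2OS cells stably carrying GPR55 and arrestin-GFP stimulated by 5 µM LPI near EC80; imaged beta-arrestin-GFP aggregate spots per cell after agonist stimulation; plate controls were LPI-stimulated DMSO wells for no effect and DMSO wells without LPI for full effect; some results filed as inactive read as strong as hits; confirmed hits need IC50 under 10 µM and bright autofluorescent wells are also inconclusive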
KOR beta-arrestin-1: KOR agonists, beta-arrestin recruitment, primary screen, cell-based, luminescence, uHTS (AID 1777); KOR beta-arrestin recruitment, luminescence; higher % means a stronger effect; activation, % at 10 µM; hits with a dose series show EC50 in µM; 280,000 tested, 0.02% active; in the data active = activation above about 50%, passing the limit was not always enough; also: a part of the inactive calls stands beside numbers as strong as those of hits
NOD1 inhibition: inhibition of NOD1-driven NF-kB reporter – cell-based, luminescence, uHTS, primary screen (AID 1578); NOD1-driven NF-kB luciferase reporter cells, luminescence; higher % means a stronger effect; 290,000 tested, 1% active; inhibition, % at 4 µM; hits with a dose series show EC50 in µM; in the data active = inhibition mostly above about 36%, no sharp cut-off; inactive = mostly below about 34%;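 also: HEK-293T reporter cells stimulated with the NOD1 agonist gamma-tri-DAP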
T cell modulator: T cell immune modulators affecting CD8 T cell-vesicle binding; 2C CD8+ T cell-vesicle binding, flow cytometry; stronger effect = lower value; calls only at 7 µM; 330,000 tested, 0.068% active;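 active = response, share of CD8 T cells binding vesicles, and their 90th percentile fluorescence all below set limits, cut at about 80% in these data, passing the limit was not always enough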
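Test system: purified 2C TCR transgenic mouse naive CD8+ T cells. Probe or stimulus: QL9-peptide-loaded Drosophila micro-vesicles bearing Ld, ICAM-1 and B7-1. Incubation: binding step 1.5 h, 37 °C, antibody labelling 20 min, ice. Measured by: flow cytometry of vesicle-bound cells.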
KOR beta-arrestin-2: kappa opioid receptor blockers – cell-based, luminescence, uHTS (AID 1778); inhibition, % at 10 µM, or IC50 in µM where a hit was titrated; 290,000 tested, 0.091% active; KOR beta-arrestin recruitment, luminescence, antagonist mode; higher % means a stronger effect; also: strong numbers were not always called active
HEK293 NOD2/NF-kB: NOD2 signaling inhibitors, cell-based, luminescence, uHTS, HEK293 (AID 1566). 290,000 tested, 0.63% active. HEK293 NOD2/NF-kB luciferase reporter, luminescence; higher % means a stronger effect. inhibition, % at 4 µM, or EC50 in µM where a hit was titrated; also: many of its hits are not listed in these tables
NTR1 ag: NTR1-driven beta-arrestin-GFP spot formation – imaging, U2OS cells, high content, primary screen (AID 493036); P30989; agonist mode; activation, % at 20 µM; 330,000 tested, 0.17% active;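 active = activation at or above 40% of the spot to cytoplasm intensity ratio, with at least 20 cells analyzed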;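 also: 0% = DMSO without peptide and 100% = 100 nM NTR1 peptide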
Target sequence (P30989 whole entry, looked up): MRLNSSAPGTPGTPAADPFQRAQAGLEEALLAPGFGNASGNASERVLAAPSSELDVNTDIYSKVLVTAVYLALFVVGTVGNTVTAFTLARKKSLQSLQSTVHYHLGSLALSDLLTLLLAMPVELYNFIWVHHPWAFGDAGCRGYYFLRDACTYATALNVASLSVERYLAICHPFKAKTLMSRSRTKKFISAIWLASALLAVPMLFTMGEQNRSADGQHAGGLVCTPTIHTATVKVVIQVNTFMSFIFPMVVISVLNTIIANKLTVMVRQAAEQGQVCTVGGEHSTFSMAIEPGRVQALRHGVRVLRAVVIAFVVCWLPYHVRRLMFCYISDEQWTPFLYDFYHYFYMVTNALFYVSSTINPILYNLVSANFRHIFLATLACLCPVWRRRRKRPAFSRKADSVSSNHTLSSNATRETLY
GPR55 activation: selective activators of receptor GPR55 – imaging, U2OS cells, beta-arrestin-GFP redistribution, primary screen (AID 1961); U2OS GPR55 beta-arrestin-GFP redistribution imaging; higher % means a stronger effect; activation, % at 10 µM; hits with a dose series show EC50 in µM; 290,000 tested, 0.048% active;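 active = activation above 40% with more than 50 cells counted in the well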;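 also: U2OS osteosarcoma cells stably expressing GPR55 and beta-arrestin-GFP; plate controls were DMSO negative control for no effect and LPI positive control for full effect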
Myeloid diff 2: compounds promoting myeloid differentiation. ER-HoxA9 myeloid progenitors, lysozyme-GFP differentiation, flow cytometry. calls only at 10 µM. 360,000 tested, 1% active;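 active = normalized GFP-positive differentiation at or above the plate's own cutoff, the solvent-only control mean plus 3 SD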;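 also: cells exposed to compound for four days before flow analysis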
T cell modulator vesicle-bound %: further read-out of T cell modulator, marked with its call; double positive events, %; measured here: CD8+ vesicle-bound cell fraction;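 binding gate set so that unloaded-vesicle control wells show 10% double positive cells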
NTR1 ag cell count 20 µM: second read-out of NTR1 ag, no call of its own (marks repeat the call); cell count; measured here: cell count, cytotoxicity flag
Myeloid diff 2 GFP+ MAC1+ %: further read-out of Myeloid diff 2, marked with its call; GFP+ MAC1+ double positive, %; measured here: differentiation confirmed by MAC1 staining
* = called active by the depositor; i = inactive; · = not tested or not shown; + = active, no number; [ ] = remark or other dose. Rule as the data show it, unless noted: active = inhibition above about 50%; inactive = the rest. These rows are one share of the data (hit frequency here may not be typical).

SMILES	GPR55 LPI antagonism	KOR beta-arrestin-1	NOD1 inhibition	T cell modulator	T cell modulator vesicle-bound %	KOR beta-arrestin-2	HEK293 NOD2/NF-kB	NTR1 ag	NTR1 ag cell count 20 µM	GPR55 activation	Myeloid diff 2	Myeloid diff 2 GFP+ MAC1+ %
NC(=S)N=Nc1c(O)n(Cc2ccc(F)cc2)c2ccccc12	-7%	-3.6%	-17%	i	55	36%	-49%	14	99	-0.2%	i	0.2
Cn1c(CCc2nc3ccccc3[nH]2)nnc1SCC#N	14%	·	-18%	i	42	-23%[20 µM]	15%	1.8	30	-0.1%	i	0.2
O=C(NCc1ccccc1)C1C2C=CC3(CN(Cc4cccnc4)C(=O)C13)O2 (stereo unspecified)	-2%	2.3%	2%	i	48	30%	2%	0.4	52	-0.1%	i	0.9
COc1ccc(/C([O-])=C(/C(=S)Nc2ccc(C)c(C)c2)n2c[n+](C)c3ccccc32)cc1OC	-2%	·	-33%	i	26	·	31%	0.7	38	-0.4%	i	0.8
O=C(NC(=S)NNC(=O)c1cnccn1)c1ccc(Cl)cc1	-8%	-4.9%	-3%	i	25	20%	-6%	0.5	43	0.2%	+	0.6*
CNC(=O)c1ccccc1S(=O)(=O)c1ccccc1C#N	19%	-0.5%	9%	i	57	-14%	16%	0.1	71	-0.2%	i	1.9
Cc1ccc(C(=O)OCC(=O)N(C)c2ccccc2)cc1C	8%	14%	-21%	i	22	-42%	3%	-0.8	53	-0.2%	i	0.9
O=C(Nc1ccc2c(c1)OCO2)c1cc(-c2ccccc2Cl)on1	9%	-4.0%	-111%	i	7	-40%	-80%	-1.7	52	-0.2%	i	0.6
Cc1nn(CC(=O)c2ccc(Cl)cc2Cl)c(C)[n+]1N	0%	-3.3%	-8%	i	46	6%	16%	-1.3	56	0.1%	i	0.3
COc1cccc(NC(=O)CC(=O)c2ccc([N+](=O)[O-])cc2)c1	9%	-4.1%	-3%	i	25	2%	4%	2.0	52	0.0%	i	0.5
Cc1ccc(S(=O)(=O)N2CCCCC2)cc1NC(=O)CSCC(=O)O	-3%	0.5%	-25%	i	37	2%	-17%	0.2	29	-0.1%	i	0.6
CCOC(=O)C1=NN(N=O)C2(CC(=O)N(c3cc(C)cc(C)c3)C2=O)C1 (stereo unspecified)	9%	1.9%	4%	i	40	2%	-5%	1.6	76	0.3%	i	1.4
Cc1nc2ccc(NC(=O)c3cnc(Cl)c(Cl)c3)cc2s1	5%	1.6%	-38%	i	39	-11%	-20%	2.0	42	-0.2%	i	0.7
C#CC(C)(CC)NC(=O)c1cc(OC)c(OC)c(OC)c1 (stereo unspecified)	6%	4.5%	26%	i	54	-23%	-13%	-5.9	78	-0.1%	i	2.7
Cc1nc(N)sc1C(=O)N1N=N1	10%	5.6%	-10%	i	19	39%	-1%	2.0	44	-0.2%	i	0.1
Cc1ccc(-n2nc(C)c(C(=O)O)n2)c(C)c1	3%	0.0%	-22%	i	16	-85%	1%	0.2	72	1.1%	i	0.2
Cc1ccc(NS(=O)(=O)c2ccc(OCC(=O)NCc3ccncc3)cc2)cc1	-4%	-3.0%	-8%	i	48	14%	14%	-0.9	50	0.2%	i	0.5
CCOC(=O)N1CCN(c2ncnc3c2oc2nc(C(C)C)c4c(c23)CCC4)CC1	5%	-1.0%	34%	i	44	21%	-10%	28	82	0.2%	i	0.6
Cc1cccc(OC(=O)CCN2C(=O)C3C4C=CC(C5CC45)C3C2=O)c1C (stereo unspecified)	-4%	0.6%	-35%	i	46	32%	-17%	-0.6	88	-0.2%	i	0.3
CCOC(=O)Cn1c(=N)n(CCOc2cccc(C)c2)c2ccccc21	11%	-2.5%	-19%	i	23	19%	8%	-2.3	45	-0.3%	i	0.8
Cc1ccc(OC(=O)c2ccccc2C(=O)OCC(F)(F)C(F)F)cc1	16%	-0.2%	2%	i	24	14%	12%	3.2	38	-0.1%	i	0.5
COc1cccc(-c2ccc(SCC(=O)N3CCc4ccccc43)nn2)c1	-34%	-3.2%	-28%	i	47	33%	-1%	4.3	65	-0.6%	·	·
O=C1CN(C(=O)NCC(=O)N[C@H](C(=O)O)c2ccccc2)c2ccccc2N1	-14%	2.6%	-6%	i	10	4%	-7%	-0.1	49	0.3%	i	0.4
Cc1ccc(NC(=O)c2cccnc2)cc1C	5%	-9.1%	-39%	i	53	8%[20 µM]	-10%	1.9	59	0.5%	i	0.5
COc1ccccc1Nc1nc(N)nc(CSC(=S)N2CCOCC2)n1	2%	-2.4%	0%	i	20	5%	-6%	1.0	47	0.5%	i	0.6
CC1Sc2ccc(S(=O)(=O)CCC(=O)N3CCCC3)cc2NC1=O (stereo unspecified)	4%	6.4%	-38%	i	18	-13%	-14%	-0.7	56	-0.2%	i	0.7
CN1/C(=C\C(=O)Nc2ccc(Cl)cc2)C(C)(C)c2ccccc21	10%	3.9%	12%	i	51	3%	8%	8.1	84	-0.2%	i	0.4
CC(C)(C)c1ccc(-c2nnc(SCC(=O)Nc3sc4c(c3C#N)CCCC4)o2)cc1	8%	0.7%	-14%	i	48	0%	20%	9.1	41	0.3%	i	0.5
COc1ccc(NS(=O)(=O)c2cc(N)ccc2N2CCOCC2)cc1	0%	-3.0%	-7%	i	34	32%	12%	-0.5	40	-0.1%	i	5.8
O=C(NC1CCCCCC1)C1CCN(C(=O)c2ccc(Br)cc2)CC1	11%	0.9%	-12%	i	6	-8%	15%	-0.5	52	0.2%	i	2.2
Cc1cc(C(=O)Nc2c(C)nn(Cc3ccccc3)c2C)on1	12%	3.9%	15%	i	18	10%	15%	-0.8	70	0.2%	i	2.1
CC(C)(C)c1cn(-c2ccccc2)c(=S)[nH]1	-13%	2.9%	·	i	30	-17%	2%	-1.3	95	-0.1%	i	1.1
N#Cc1c(N)sc(=S)c2c1CCCC2	11%	-0.4%	·	i	17	9%	0%	-1.5	34	0.3%	i	0.5
Cc1occc1C(=O)NCCc1ccc(Cl)cc1	0%	-9.2%	-34%	i	12	39%	-14%	1.7	86	-0.1%	i	1.7
COc1ccc(N2CCN(c3ccc(NC(=O)/C=C\C(=O)O)cc3)CC2)cc1	-15%	-0.1%	-22%	i	59	-2%[20 µM]	-1%	0.4	62	0.2%	i	0.0
Cc1cccc(NC(=O)CC2C(=O)NC3CCCCC3N2C(=O)c2ccccc2Cl)c1 (stereo unspecified)	-5%	8.0%	-1%	i	33	-7%	-9%	-0.9	60	0.0%	·	·
Cn1nnnc1SCC(=O)Nc1ccc(Oc2ccc(Cl)cc2)cc1	9%	-1.1%	-27%	i	11	6%	-19%	-0.5	44	-0.2%	i	1.8
NC(=O)C(c1ccc(Sc2ccccc2)nn1)c1ccc(Cl)cc1Cl (stereo unspecified)	-16%	8.7%	-12%	i	11	-20%	-4%	1.7	54	0.0%	i	0.8
O=C(Nc1cccc2ccccc12)/C(=C\c1cccc([N+](=O)[O-])c1)NC(=O)c1cccs1	13%	3.2%	3%	i	44	36%	10%	-1.8	72	-0.3%	+	8.0*
Cc1ccc(CN2CC(C(=O)NCCCSc3ccccc3)CC2=O)cc1 (stereo unspecified)	-7%	4.7%	-11%	i	63	15%	6%	-1.2	65	0.3%	i	1.2
Cc1cc(C)cc(-n2ncc3c2CCCC3NC(=O)CN2CCCCC2=O)c1 (stereo unspecified)	7%	4.4%	-21%	i	10	17%	-4%	1.1	57	-0.1%	i	0.0
O=[N+]([O-])c1cc([N+](=O)[O-])c(Oc2cccnc2Br)cc1NN1CCCCC1	-1%	-2.5%	6%	i	16	6%[20 µM]	16%	5.7	100	-0.1%	i	2.3
Cc1cccc(C)c1NC(=O)c1ccc(-n2cncn2)nc1	-2%	-2.3%	-8%	i	26	9%	9%	-0.9	47	0.0%	i	0.7
Cc1cc(C)nc(N2CCC(C(=O)NNC(=O)c3ccc(Cl)cc3)CC2)n1	-22%	-0.7%	-9%	i	46	-11%	-3%	-0.5	69	0.3%	i	0.9
CCC1CCCCN1C(=O)c1nn2cccnc2c1Cl (stereo unspecified)	-4%	1.1%	-25%	i	31	0%	-1%	2.0	49	0.3%	i	0.7
NC(=O)COC(=O)Cc1coc2cc3c(cc12)CCC3	4%	4.7%	15%	i	26	-54%	0%	0.5	66	-1.1%	i	3.7
O=C(COC(=O)c1ccccc1)Nc1cccc(S(=O)(=O)NC2=NCCCCC2)c1	1%	2.0%	-36%	i	42	·	9%	-1.4	37	-0.4%	i	0.5
CC(=O)C1=C(O)C(=O)N(c2ccccn2)C1c1ccccc1[N+](=O)[O-] (stereo unspecified)	-8%	-4.2%	4%	i	42	12%	24%	-0.1	76	0.4%	i	0.4
CCC1(CC)NC(=O)N(CC(=O)OCC(=O)Nc2sccc2C#N)C1=O	3%	-1.7%	-27%	i	50	3%	2%	-0.1	68	-0.3%	i	0.3
Cc1[nH]n(-c2ccccc2)c(=O)c1N=Nc1c(Cl)cccc1Cl	9%	-0.8%	11%	i	62	29%	26%	2.4	61	0.2%	i	0.6
CCOc1cc(C(=O)OCC(=O)Nc2cc(C)on2)cc(OCC)c1OCC	6%	0.9%	-6%	i	53	12%	10%	0.0	57	-0.1%	i	0.1
CC(=O)C1C(c2ccc([N+](=O)[O-])cc2)C2C(C)=NN=C2CC1(C)O (stereo unspecified)	8%	-0.1%	8%	i	44	16%	11%	-0.7	55	-0.3%	i	0.2
COc1ccc(-c2nc(CSCC(=O)N3CCN(C)CC3)c(C)o2)cc1OC	6%	0.3%	-15%	i	47	-38%	11%	0.9	53	9.4%	i	1.0
Cc1ccc(OCC(=O)Nc2sc3c(c2C#N)CCC3)cc1C	2%	-3.4%	-2%	i	52	-14%	-22%	-2.1	84	-0.1%	i	0.4

Among those listed so far, these have a tert-butyl group.
SMILES	GPR55 LPI antagonism	KOR beta-arrestin-1	NOD1 inhibition	T cell modulator	T cell modulator vesicle-bound %	KOR beta-arrestin-2	HEK293 NOD2/NF-kB	NTR1 ag	NTR1 ag cell count 20 µM	GPR55 activation	Myeloid diff 2	Myeloid diff 2 GFP+ MAC1+ %
CC(C)(C)c1ccc(-c2nnc(SCC(=O)Nc3sc4c(c3C#N)CCCC4)o2)cc1	8%	0.7%	-14%	i	48	0%	20%	9.1	41	0.3%	i	0.5
CC(C)(C)c1cn(-c2ccccc2)c(=S)[nH]1	-13%	2.9%	·	i	30	-17%	2%	-1.3	95	-0.1%	i	1.1

High-throughput results: PubChem BioAssay, several laboratories
